# From PubChem BioAssay
# FXIIa single = blocks human coagulation factor XIIa activity. P00748. 33,000 compounds, 0.2% hits. purified human FXIIa, AMC substrate fluorescence, 2 h. inhibition, % at 10 µM; in the data active means inhibition above about 30%;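 further: 0% = enzyme with vehicle only and 100% = no enzyme blank; many of its hits are not listed in these tables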
# Target sequence (P00748 20-372 limits assumed): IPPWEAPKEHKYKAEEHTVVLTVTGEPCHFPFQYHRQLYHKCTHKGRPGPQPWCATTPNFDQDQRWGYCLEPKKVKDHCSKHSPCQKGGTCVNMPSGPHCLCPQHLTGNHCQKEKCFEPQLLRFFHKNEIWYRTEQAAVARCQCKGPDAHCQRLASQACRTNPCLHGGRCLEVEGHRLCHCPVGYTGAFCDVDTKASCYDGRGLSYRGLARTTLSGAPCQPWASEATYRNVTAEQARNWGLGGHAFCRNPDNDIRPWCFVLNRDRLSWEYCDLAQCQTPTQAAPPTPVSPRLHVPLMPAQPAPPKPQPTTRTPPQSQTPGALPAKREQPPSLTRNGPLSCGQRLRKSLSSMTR
# Target sequence (P00748 373-615 limits assumed): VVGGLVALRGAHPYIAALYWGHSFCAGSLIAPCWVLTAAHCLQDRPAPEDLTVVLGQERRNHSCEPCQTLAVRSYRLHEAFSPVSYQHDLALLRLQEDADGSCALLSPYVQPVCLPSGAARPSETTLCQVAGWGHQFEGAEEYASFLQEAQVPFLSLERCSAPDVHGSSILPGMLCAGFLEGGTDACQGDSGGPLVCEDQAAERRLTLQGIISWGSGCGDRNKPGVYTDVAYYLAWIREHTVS
# FXIa inh = blocks human coagulation factor XIa activity; P03951; 33,000 compounds, 0.3% hits; purified human FXIa, fluorogenic AMC substrate cleavage; AID 687; inhibition, % at 10 µM;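 active means inhibition above 40% in the primary screen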;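 further: 0% = enzyme without compound and 100% = blank wells lacking enzyme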
# Numbers without * were called inactive. Some of the compounds tested, so the mix of outcomes need not match the whole.
SMILES,FXIIa single,FXIa inh
CC(=O)N1CCCc2cc(S(=O)(=O)Nc3ccc(C)cc3C)ccc21,10,-9
N#Cc1c(NC2CCCCC2)nc(-c2ccco2)c2c1CCCC2,9,2
OCCCn1c(-c2ccccc2)nc(=S)c2c1CCCC2,7,43*
Cc1ccc(C)c(/C(O)=C2\C(=O)C(=O)N(CCCn3ccnc3)C2c2cccnc2)c1 (stereo not given),26,5
COc1ccc2c(c1[N+](=O)[O-])CCC/C2=N/OC(=O)c1ccccc1SC,-1,0
CCOC(=O)c1c(NC(=O)CN(C)C)sc(C(=O)N(CC)CC)c1C,2,2
C=CCn1c(-c2cccc3ccccc23)n[nH]c1=S,-10,17
CCCNc1nc2c(c(=O)n(C)c(=O)n2C)n1CCC(C)C,6,6
Fc1ccc(/C=N/c2c(-c3ccc(F)cc3)nc3n2CCS3)cc1,4,-6
Cc1ccc(C)c(NS(=O)(=O)c2cc(C(=O)NCc3ccco3)ccc2C)c1,-2,17
Cc1ccc(C(=O)NCCCn2ccnc2)cn1,-9,-2
O=C(NCc1cccc(Cl)c1)c1cnn2c1NC(c1ccco1)CC2C(F)(F)F (stereo not given),8,7
O=C(Nc1ccc(S(=O)(=O)N2CCCCC2)cc1)c1ccc(CN2CCOCC2)cc1,2,-1
Cc1ccc(SC(C)C(=O)NCc2cccnc2)cc1 (stereo not given),12,8
Cc1cccc(NC(=O)NCc2ccccn2)c1,4,-2
CCC(C)C(NC(=O)OCc1ccccc1)C(=O)OCN1C(=O)c2ccccc2C1=O (stereo not given),7,3
COc1ccc(C(=O)CSc2nc(N)nc(SC)c2C#N)cc1,4,7
Cc1nc2ccccc2c(=O)n1/N=C/c1ccccn1,4,8
CN(C)CCCOC(=O)c1ccc(Cl)cc1Cl,3,2
COc1ccc(S(=O)(=O)NC2CCCCC2)c(C)c1C,5,-4
O=C(NCCc1c[nH]c2ccccc12)c1c(Cl)nc2sccn12,-2,-1
CCC(=O)N1CCN(c2ccccc2NC(=O)COc2cc(C)ccc2C(C)C)CC1,6,6
CC(C)CCOc1ccc(C(=O)NCCC(=O)N2CCOCC2)cc1,-15,1
O=C(OCc1ccc(Cl)cc1Cl)c1cccnc1Cl,-2,-6
Clc1cc(Cl)c(OCc2nc(-c3ccccn3)no2)cc1Cl,2,5
C=CCOc1ccccc1C1NC(=O)NC(C)=C1C(=O)NCc1ccccc1 (stereo not given),8,-3
CCC(=O)N1CCN(c2cc3c(cc2F)c(=O)c(C(=O)O)cn3CC)CC1,2,3
CCC(=O)Nc1ccccc1C(=O)NC1CCCCC1,-2,-12
CC1C(C(=O)Nc2ccccc2)CCCC1(C)C(=O)O (stereo not given),5,5
COc1ccc(-c2ccc(-c3noc(C)n3)c(OC)n2)cc1,-2,0
O=C(CCN1CCN(Cc2ccccc2)CC1)Nc1cccc(Cl)c1,1,-6
CNC(=O)CN(c1cccc(Br)c1)S(C)(=O)=O,20,6
CC(NC(=O)Nc1nccs1)(C(F)(F)F)C(F)(F)F,-12,-11
CC(=O)Nc1ccc2c(c1)C(=O)N(C1CCCCC1)C2=O,-18,-3
O=C1CSC2(C(=O)N3CCCc4cccc2c43)N1c1cccc(C(F)(F)F)c1 (stereo not given),-2,-7
N#Cc1c(SCC(=O)O)nc(N2CCCCC2)c2c1CCCC2,-11,-2
C=CCN1C(=O)CSC1=Nc1ccc(O)cc1,-5,16
Cc1cccc(CN2CCN(CC(=O)N3CCCC3)C2=O)c1,-15,27
CCOc1ccc(-n2c(SCC(=O)Nc3ccccc3C)n[nH]c2=O)cc1,3,6
O=C(c1cc2c(ccc3ccccc32)o1)N1CCN(c2ncc(C(F)(F)F)cc2Cl)CC1,10,-6
CCOc1ccccc1N1Cc2ccccc2C1,8,-3
COc1ccc(-c2cc(C(F)(F)F)nc(SCCC(=O)NCc3ccccc3)n2)cc1,4,5
CCOC(=O)c1ccc(Nc2cc(C)nc(C)c2C(=O)OCC)cc1,7,-3
Oc1ccc(-c2nc3ncccn3c2Nc2ccc3c(c2)OCO3)cc1,1,13
O=S(=O)(Nc1ccc2c(c1)OCCO2)c1ccc2oc3ccccc3c2c1,4,5
CC(C)CC(c1nnnn1CCc1ccccc1)N1CCC(C(N)=O)CC1 (stereo not given),8,0
CC(=O)c1cnc2cc(C)nn2c1C,4,7
CCc1ccc(C(=O)N2CCN(c3ccc(F)cc3)CC2)s1,3,-4
Cc1ccc(-n2nnnc2SCc2ccccn2)cc1C,-6,-1
CC(C)CCN1C(=O)c2ccc(C(=O)NCC3CCCO3)cc2C1=O (stereo not given),2,3
CN1CCN(C(=O)c2cc3nc(-c4ccccc4)cc(-c4ccccc4)n3n2)CC1,-5,0
COC(=O)C(O)(NC(=O)NC(C)=O)C(F)(F)F (stereo not given),5,0
Cc1ccc(Nc2nc(N)nc(CSCCO)n2)cc1,5,1
CCc1nnc(N2CCN(c3ncnc4c3oc3ccccc34)CC2)s1,5,-4
COc1ccc(-c2c(C#N)c(N)nc3c2CCCCCC3)cc1OC,12,2
CC(C)c1ccc(O)c(NC(=O)c2cccnc2)c1,11,0
Cc1ccc(-c2nc3ccccc3n3nnnc23)cc1,3,-5
CCCCN(C)C(=O)C1CCN(CCCc2ccccc2)CC1,2,-5
CCCS(=O)(=O)C(=C(Nc1ccc(OC)cc1)Nc1ccc(OC)cc1)S(=O)(=O)CCC,6,11
O=C(CCn1nc(-c2ccc(Cl)cc2)ccc1=O)NCCCN1CCCCCC1,8,7

# (further entries)
SMILES,FXIIa single,FXIa inh
COc1ccc(CNC(=O)Oc2ccccc2)cc1Cl,4,-9
O=C(N1CCOCC1)C1(c2ccc(Cl)cc2)CCCC1,7,0
COc1cc(C2C(C(C)=O)=C(O)C(=O)N2CCN(C)C)ccc1O (stereo not given),3,1
CC(C)(C)c1ccc(OC(=O)c2ccc3nsnc3c2)cc1,6,5
CCn1c(SCc2c(F)cccc2Cl)nnc1-c1ccco1,16,3
C=CCN1C(=O)C(Cc2ccc(F)cc2)S/C1=N/N=C/c1cccs1 (stereo not given),8,1
Cc1cc2ccccc2n1CCNC(=O)COc1ccc2ccccc2c1,8,6
COc1ccc(CN2C(=O)C(O)(CC(=O)c3ccc4c(c3)OCO4)c3ccccc32)cc1OC (stereo not given),-2,-5
Cc1cc(NC(=O)CSc2nc3ccccc3c(=O)n2C(C)c2ccccc2)no1 (stereo not given),6,-9
Cc1nn(C)c(C)c1NC(=O)CSc1nc(C2CC2)nc2c1cnn2-c1ccccc1,6,-1
O=C(c1ccco1)N1CCN(c2ccccc2F)CC1,7,-1
Cc1ccc[n+](-c2nc3ccccc3nc2C(=C=[N-])C#N)c1,-17,2
O=C(Nc1ccon1)c1ccc(S(=O)(=O)N2CCCCCC2)cc1,3,-1
COc1ccc(-n2c(C)cc(C=O)c2C)cc1Cl,4,2
O=C1c2ccccc2C(=O)N1OCc1ccc(Cl)cc1,6,0
O=C(Cn1c(=O)sc2ccccc21)OC(CCl)CCl,7,-2
CCC(C)Sc1nc2ccccc2c(=O)[nH]1 (stereo not given),11,1
COc1ccc(C2C(C(=O)NCc3cccnc3)c3cc(OC)c(OC)cc3C(=O)N2C)cc1 (stereo not given),6,10
O=C(CCN1CCCC1)Nc1ccc(Br)cc1,2,-2
CCOC(=O)CSC1=C(C#N)C(=O)NC(c2ccc(OC)c(OC)c2)S1 (stereo not given),3,5
Cc1c(C(=O)NC(C)C)sc2ncn(CC(=O)N3CCC(C)CC3)c(=O)c12,13,-2
CCSc1nc2c(cnn2-c2ccc(C)c(C)c2)c(=O)[nH]1,9,-3
Cc1c(Br)c(C(F)(F)F)nn1CC(=O)N1CCCC1,1,5
Cc1cc(C)cc(-n2nc(C)cc2N)c1,7,4
CSc1cccc(NC(=O)CN(C)S(=O)(=O)c2ccc(F)cc2)c1,5,2
O=C(O)c1cccc(CSc2nnc(Cc3ccccc3)o2)c1,3,5
Cc1cc(C)c(C(=O)C2OC(=O)C(C)(C)C(=O)C2(C)C)c(C)c1 (stereo not given),-2,-6
O=C(CSc1nc2ccccc2s1)CSc1nc2ccccc2s1,1,-5
CCOC(=O)CS(=O)(=O)c1ccccc1,1,2
c1cncc(-c2noc(CC3CCCCC3)n2)c1,10,3
CCc1cccc(NC(=O)CSC2=NS(=O)(=O)c3ccccc32)c1,0,1
CCOc1ccc(S(=O)(=O)N(C)c2ccc(OCC(=O)Nc3ccc4[nH]c(=O)[nH]c4c3)cc2)cc1,3,5
Cc1ccc(NC(=O)N2CCN(c3ccccn3)CC2)cc1,-2,-5
COc1ccc(C(=O)/C=C/Nc2ccccn2)cc1,1,-1
CC(C)(C)c1nn(-c2ccccc2)c2[nH]c(=O)c(CNc3ccc4c(c3)OCCO4)cc12,10,-1
COc1ccc(N(CC(=O)NCc2ccccc2)S(=O)(=O)c2c(C)nn(C)c2C)cc1,3,0
COc1cccc(-c2cc(C(=O)O)[nH]n2)c1,3,9
Cc1ccccc1N(C)C(=O)c1coc(=O)c2ccccc12,0,-1
CCCCNC(=O)Nc1ccccc1C(=O)Nc1ccc(OC)cc1,8,-5
Clc1ccc2oc(-c3cccnc3)nc2c1,5,6
COC(=O)c1ccc(C(=O)OC)c(NC(=O)COC(=O)C2CCCCC2)c1,-8,19
CC(=O)Nc1ccc(S(=O)(=O)Nc2ccc(S(=O)(=O)N3CCCC3)cc2)cc1,5,4
CCOc1ccc(Cc2nnc(SCC(N)=O)n2C)cc1,6,-6
Cc1ccc(Cl)cc1N(CC(=O)N1CCCCCC1)S(C)(=O)=O,1,-1
Cc1nc2ccccc2n1CC(=O)OCC(=O)NCCc1ccccc1,4,24
COC(=O)c1ccccc1NC(=O)Nc1cnccn1,8,4
COC(=O)c1ccc(COC(=O)c2ccc(CS(=O)(=O)c3ccc(C)cc3)cc2)cc1,3,-8
CCN1CCN(Cc2cccc(Oc3ccccc3)c2)CC1,8,-7
CCN(CC)S(=O)(=O)c1cccc(C(=O)N2CCCCC2)c1,7,2
CC1CCc2c(sc3nn[nH]c(=O)c23)C1 (stereo not given),-16,26
CN(CCc1ccccn1)S(=O)(=O)c1ccccc1F,2,-1
O=C(NCc1ccco1)c1ccc2c(c1)N(Cc1ccccc1)C(=O)CS2,4,-1
CCOc1ccc(CC(=O)C2C(=O)CC(C)(C)CC2=O)cc1OCC,3,4
CCOC(=O)N1CCN(C(=O)c2cc3c(s2)-c2ccccc2OC3)CC1,-15,-5
CC1CCN(c2c(NCC3CCC(C(=O)N4CCCC(C)C4)CC3)c(=O)c2=O)CC1 (stereo not given),4,6
CC(C)OCCCNC(=O)c1ccc(CS(=O)(=O)Cc2ccccc2F)o1,-12,-16
COc1ccc(S(=O)(=O)N2CCC(C(=O)N3CCCC3)CC2)cc1Cl,-9,1
CN(C(=O)c1cnc2n(c1=O)CCS2)C1CCCCC1,3,7
CCCN1Cc2cccc(C(=O)NC(C)c3cccs3)c2C1=O (stereo not given),-1,-3
c1ccc(-c2ccc(C3=Nn4c(nnc4-c4cc(-c5ccccc5)n[nH]4)SC3)cc2)cc1,13,-8

# (cont.)
SMILES,FXIIa single,FXIa inh
CN(C)C(=O)CCCc1nc(-c2ccc(Cl)cc2)no1,4,-5
COCc1nnc(NS(=O)(=O)c2c(C)cc(C)cc2C)s1,-3,-6
Cc1ccc(Cl)cc1N1CCN(CC(=O)Nc2ccc(CN3CCCCC3)cc2)CC1,8,2
C[C@]12CC[C@@H]3c4ccc(O[C@@H]5O[C@H](C(=O)O)[C@@H](O)[C@H](O)[C@H]5O)cc4CC[C@H]3[C@@H]1C[C@@H](O)[C@@H]2O,10,-2
O=c1c2ccccc2nc2n1-c1ccccc1CCC2,6,-3
COc1ccc(OC)c(NC(=O)C2CCCC2)c1,-9,-3
COc1ccccc1NC(=O)C(C/C=C(/C)Cl)C(C)=O (stereo not given),-10,3
Cc1cccc(N2C(=O)CC(N3CCC(c4nc5ccccc5[nH]4)CC3)C2=O)c1 (stereo not given),4,-2
O=C(c1ccc(Br)o1)N1CCN(C/C=C/c2ccccc2)CC1,-3,2
O=C(O)c1cccc(NC(=O)C2C3C=CC(C3)C2C(=O)O)c1 (stereo not given),4,-6
CCCN1C(=O)SC(CC(=O)Nc2ccccc2)C1=O (stereo not given),3,2

# Grouped by structure, those above with an aryl methoxy group (20)
SMILES,FXIIa single,FXIa inh
COc1ccc2c(c1[N+](=O)[O-])CCC/C2=N/OC(=O)c1ccccc1SC,-1,0
COc1ccc(C(=O)CSc2nc(N)nc(SC)c2C#N)cc1,4,7
COc1ccc(S(=O)(=O)NC2CCCCC2)c(C)c1C,5,-4
COc1ccc(-c2ccc(-c3noc(C)n3)c(OC)n2)cc1,-2,0
COc1ccc(-c2cc(C(F)(F)F)nc(SCCC(=O)NCc3ccccc3)n2)cc1,4,5
COc1ccc(-c2c(C#N)c(N)nc3c2CCCCCC3)cc1OC,12,2
CCCS(=O)(=O)C(=C(Nc1ccc(OC)cc1)Nc1ccc(OC)cc1)S(=O)(=O)CCC,6,11
COc1ccc(CNC(=O)Oc2ccccc2)cc1Cl,4,-9
COc1cc(C2C(C(C)=O)=C(O)C(=O)N2CCN(C)C)ccc1O (stereo not given),3,1
COc1ccc(CN2C(=O)C(O)(CC(=O)c3ccc4c(c3)OCO4)c3ccccc32)cc1OC (stereo not given),-2,-5
COc1ccc(-n2c(C)cc(C=O)c2C)cc1Cl,4,2
COc1ccc(C2C(C(=O)NCc3cccnc3)c3cc(OC)c(OC)cc3C(=O)N2C)cc1 (stereo not given),6,10
CCOC(=O)CSC1=C(C#N)C(=O)NC(c2ccc(OC)c(OC)c2)S1 (stereo not given),3,5
COc1ccc(C(=O)/C=C/Nc2ccccn2)cc1,1,-1
COc1ccc(N(CC(=O)NCc2ccccc2)S(=O)(=O)c2c(C)nn(C)c2C)cc1,3,0
COc1cccc(-c2cc(C(=O)O)[nH]n2)c1,3,9
CCCCNC(=O)Nc1ccccc1C(=O)Nc1ccc(OC)cc1,8,-5
COc1ccc(S(=O)(=O)N2CCC(C(=O)N3CCCC3)CC2)cc1Cl,-9,1
COc1ccc(OC)c(NC(=O)C2CCCC2)c1,-9,-3
COc1ccccc1NC(=O)C(C/C=C(/C)Cl)C(C)=O (stereo not given),-10,3
